Tb PFK inh: inhibitors of T. brucei phosphofructokinase; O15648; T. brucei PFK, ADP-Glo luminescence; Potency, µM (top dose mostly 57.5 µM), without a hit: at the top dose activity, negative = inhibition, hits mostly inhibitors; 0.17% of 330,000 active;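 also: potency is read from the fitted curve at half-maximal effect; 0% = uninhibited 1x PFK enzyme wells and -100% = no-enzyme wells; nearly all actives have a fitted effect of over 60% in size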
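In TEA buffer at pH 8.0 with 5 mM MgCl2, enzyme (1.25 nM) converted F6P (0.5 mM) and ATP (0.1 mM) for 45 min at room temperature. ADP product was read by luciferase luminescence.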
Eya2 inh: inhibitors of human Eya2 phosphatase activity. O00167. recombinant Eya2, OMFP fluorescence dephosphorylation (OMFP is methylfluorescein phosphate). Potency, µM (series often up to 76.9 µM), inactives show at the highest dose activity, negative = inhibition, hits mostly inhibitors. 0.006% of 330,000 active; also: potency is read from the fitted curve at half-maximal effect; % is scaled to controls: 0 for no effect and ±100 for the full control effect
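Eya2 protein (added as 0.2 uM solution) was preincubated with compound for 10 min at ambient temperature in 50 mM HEPES pH 7.5, 50 mM NaCl, 5 uM MgCl2, 0.05% BSA, 1 mM DTT. OMFP (added at 50 uM) then reacted 10 min; fluorescence read at 485/525 nm.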
TSG101-PTAP inh: blocks PTAP/TSG101 interaction to inhibit HIV-1 budding | Q99816 | Fluorescence polarization, FITC-PTAP peptide / Tsg101 binding | Potency, µM (highest dose often 115 µM), inactives show at the top dose activity change, negative = inhibition, usual class: inhibitors | 340,000 tested, under 10 active | AID 493005; active = well fitted inhibition curve with a large enough effect in the main read-out, with a control signal flat, not every such curve was filed as active; inconclusive = small, poorly fitted or top-dose-only effect, or effect the other way, or a change in a side signal; inactive = no such curve, though single readings can be large or run the other way; also: potency is read from the fitted curve at half-maximal effect; % of control where 0% means no effect
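Compounds were pin-transferred onto Tsg101 binding domain (10 uM final) in HEPES pH 7.5 buffer, then FITC-PTAP peptide was added at 50 nM final. After 20 min at RT, polarization reported peptide displacement across a qHTS concentration series.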
uPA generation: cell surface uPA generation inhibition; cell surface uPA generation assay, qHTS; Potency, µM (doses to about 38.3 µM), for the others: at the top dose activity change, negative = inhibition, actives largely listed as inhibitors; 0.31% of 330,000 active; AID 540303; active = well fitted inhibition curve with a large enough effect; inconclusive = small, poorly fitted or top-dose-only effect; inactive = no such curve, though single readings can be large or run the other way; tested in mouse RAW 264.7 cells; also: potency is read from the fitted curve at half-maximal effect; % is scaled to controls: 0 for no effect and ±100 for the full control effect; nearly all actives have a fitted effect of over 55% in size
ELG1 DNA repair: inhibitors of ELG1-dependent DNA repair in HEK293T cells | Potency, µM (top dose mostly 46.1 µM), for inactives: at the top dose activity change, negative = inhibition, actives largely listed as inhibitors | 2.3% of 330,000 active | HEK293T ELG1-luciferase reporter, luminescence, 16 h; DNA damage induced by 5-fluorouridine; also: potency is read from the fitted curve at half-maximal effect; % is scaled to controls: 0 for no effect and ±100 for the full control effect; nearly all actives have a fitted effect of over 55% in size
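Overnight (16 hr) co-exposure of 2,000 cells/well to 5-fluorouridine and compound at 37 °C preceded detection. Luciferase was quantified via ONE-Glo luminescence; loss of signal denotes inhibition.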
B2AR arrestin: agonists driving beta-arrestin recruitment to human beta2-adrenergic receptor; beta-arrestin recruitment to beta2AR, cell-based reporter; AID 492947; P07550; Potency, µM (doses to about 46.1 µM), for the others: at the highest dose activation, actives largely listed as activators; 0.02% of 330,000 active;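 also: potency is read from the fitted curve at half-maximal effect; 0% = DMSO controls and full agonism = EC100 isoproterenol or metaproterenol; nearly all actives have a fitted effect of over 65% in size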
BCR signal inh: blocks chronic active B-cell receptor signaling; ABC-DLBCL IkBa-CBG/CBR reporter, luminescence ratio, 4 h; Potency, µM (titrated, usually from 46.1 µM), without a hit: at the top dose ratio change, negative = lower green/red ratio, usual class: inhibitors; 0.05% of 340,000 active; active = well fitted inhibition curve with a large enough effect in the signal ratio, with a control signal flat, not every such curve was filed as active; inconclusive = small, poorly fitted or top-dose-only effect, or effect the other way, or a change in a side signal; the % refers to the signal ratio;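 also: potency is read from the fitted curve at half-maximal effect; plate controls were basal doxycycline-induced cells for no effect and cells given 10 µM MG132 for full effect; MG132 reads +100%, hits lower the ratio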
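TMD8 ABC-DLBCL cells carrying doxycycline-inducible green luciferase fused to IkappaBalpha plus unfused red luciferase were exposed to compounds (up to 46 uM) for 4 hrs at 37C. Activity came from the overlap-corrected green/red luminescence ratio.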
TSHR antag: antagonists of human thyroid stimulating hormone receptor | P16473 | TSHR-expressing cells, TSH-stimulated cAMP HTRF, 2 h; stronger effect = lower value | activity change, negative = inhibition, % at 11.5 µM | 0.2% of 330,000 active;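 active = activity change below a set negative limit, meaning inhibition stronger than a set level, cut at about -70% in these data; inconclusive = activity change between two set negative limits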; also: % is scaled to controls: 0 for no effect and ±100 for the full control effect
Target sequence (P16473 whole entry, looked up): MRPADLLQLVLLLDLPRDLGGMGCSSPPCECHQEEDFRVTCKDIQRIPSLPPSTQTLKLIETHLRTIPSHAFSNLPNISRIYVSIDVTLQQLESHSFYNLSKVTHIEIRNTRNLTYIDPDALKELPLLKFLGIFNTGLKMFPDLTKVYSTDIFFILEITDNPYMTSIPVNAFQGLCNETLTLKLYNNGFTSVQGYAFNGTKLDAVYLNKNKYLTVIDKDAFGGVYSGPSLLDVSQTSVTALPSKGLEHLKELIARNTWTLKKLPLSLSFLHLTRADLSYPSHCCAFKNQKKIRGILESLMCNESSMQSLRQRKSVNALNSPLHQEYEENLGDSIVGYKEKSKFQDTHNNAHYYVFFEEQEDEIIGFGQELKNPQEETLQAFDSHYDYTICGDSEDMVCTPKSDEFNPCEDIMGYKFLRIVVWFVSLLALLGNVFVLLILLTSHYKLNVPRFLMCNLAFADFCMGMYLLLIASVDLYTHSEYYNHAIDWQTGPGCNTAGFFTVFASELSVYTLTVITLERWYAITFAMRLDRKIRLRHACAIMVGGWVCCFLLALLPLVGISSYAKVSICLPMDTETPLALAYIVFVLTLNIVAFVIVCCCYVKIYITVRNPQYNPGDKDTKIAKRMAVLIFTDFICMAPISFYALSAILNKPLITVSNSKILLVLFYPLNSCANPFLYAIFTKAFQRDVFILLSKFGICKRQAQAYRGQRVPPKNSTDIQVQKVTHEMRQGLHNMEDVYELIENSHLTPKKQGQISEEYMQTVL
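Cell-based HTRF cAMP assay; TSHR cells + compound, TSH EC80 (4nM final), 2 h, 37 deg C. Lysis with anti-cAMP cryptate and cAMP-d2, 30 min RT, read 665/620 nm.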
TCR act: T cell receptor activation; 330,000 tested, under 10 active; primary human leukocytes, anti-CD3, IL-2 HTRF, 48 h; Potency, µM (titrated, usually from 9.22 µM), without a hit: at the highest dose activation of IL-2 secretion, most hits filed as activators; also: % of control where 0% means no effect
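IL-2 produced over 48 hr by a-CD3 bead-stimulated primary human leukocytes exposed to compounds was detected with a homogeneous time-resolved FRET immunoassay, 665nm acceptor signal after 320nm excitation.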
USP2a inh: USP2a (human) protease inhibition; O75604; USP2 core, Ub-CHOP2 coupled fluorogenic reporter, 485/531; Potency, µM (series often up to 38.3 µM), without a hit: top-dose activity change, negative = inhibition, usual class: inhibitors; 0.01% of 330,000 active; AID 463254;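 also: potency is read from the fitted curve at half-maximal effect; plate controls were DMSO wells for no effect and full inhibition by NEM control for full effect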
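Deubiquitinase activity read as fluorescence (485/531 nm) after Ub-CHOP2 cleavage activates the enterokinase reporter on its substrate; USP2 core 10nM, Ub-CHOP2 and substrate 25nM each, 30min compound preincubation then 60min RT; data normalized to NEM, curves fitted.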
Mito fusion yeast: blocks mitochondrial division or promotes mitochondrial fusion; 0.23% of 320,000 active; S. cerevisiae fusion-defective mutant growth rescue, CellTiterGlo 48 h; Potency, µM (highest dose often 46.1 µM), inactives show at the highest dose growth rescue (activation), actives largely listed as activators;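 also: potency is read from the fitted curve at half-maximal effect; % of control where 0% means no effect; nearly all actives have a fitted effect of over 45% in size; temperature-sensitive fusion mutants such as fzo1-1 at 37 °C on non-fermentable ethanol glycerol medium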
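Yeast fusion mutant, YPEG (non-fermentable carbon), compound, 48 h at 37C non-permissive; CellTiterGlo added, 10 min RT, luminescence read. Rescued growth = division inhibition.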
Active calls of the source: *; ? = inconclusive; / = no result given; [ ] = remark or other dose. Unless noted, calls follow the shape of the dose curve; as a rule, active = well fitted curve in the direction sought with a large enough effect; inconclusive = small, poorly fitted or top-dose-only effect, or another doubt; inactive = no such curve, though single readings can be large; an effect the other way counts as inactive or inconclusive.

SMILES | Tb PFK inh | Eya2 inh | TSG101-PTAP inh | uPA generation | ELG1 DNA repair | B2AR arrestin | BCR signal inh | TSHR antag | TCR act | USP2a inh | Mito fusion yeast
CCCCn1c(SCC(=O)/C(C#N)=C(\C)N)nc2ccccc2c1=O | -5% | 0% | -7% | 0% | -20% | 0.2% | -1% | 1 | -7%[46.1 µM] | 2% | 17%
Cc1cc(N/N=C/c2ccc(N(C)C)cc2)nc(NCc2ccccc2)n1 | 2% | -14% | 0% | -65% | ? | -0.4% | -2% | -3 | 1% | 0% | -3%
CN(C(=O)CSc1nnc(-c2ccncc2)n1C)C1CCS(=O)(=O)C1 (configuration not stated) | 2% | 4% | -1% | 3% | 8% | 0.1% | -10% | -5 | 2% | -1% | -2%
CCc1ccc(CN(C(=O)c2cc3ccccc3oc2=O)C2CCS(=O)(=O)C2)cc1 (configuration not stated) | 1% | -8% | -9% | -2% | ? | 0.1% | ? | -20 | 3% | 0% | 3%
CCCn1c(N)c(C(=O)COC(=O)CNC(=O)c2ccccc2OCC)c(=O)[nH]c1=O | 0% | 15% | 1% | -11% | -11% | -0.7% | 3% | 4 | -2% | 2% | -5%
Cc1ccc2nc(-c3ccccc3)cc(C(=O)NNC(=O)c3csc(N4CCOCC4)n3)c2c1 | -12% | 3% | 0% | 8% | 6.5µM* | -0.9% | ? | -21 | 2% | -2% | 2%
CCC(C)(C)NC(=O)C(c1ccc(OC)cc1)N(C(=O)CCC(=O)Nc1cc(C)on1)c1ccc(OC)cc1OC (configuration not stated) | 1% | -2% | 0% | -1% | 2% | -0.5% | 5% | -13 | 4% | -2% | 7%
CCOC(=O)CCCNC(=O)COC(=O)[C@@H]1CCCN1S(=O)(=O)c1ccc(Cl)cc1 | ? | 4% | -1% | 1% | 19% | -0.3% | 15% | 19 | 5%[46.1 µM] | 5% | 8%
Cc1cc(NC(=O)COC(=O)c2c(Cl)cccc2Cl)no1 | -4% | 18% | 0% | -4% | 2% | 0.4% | 6% | 32 | -2% | 3% | 0%
CC1S/C(=C(\C#N)C(N)=O)N(c2ccc(F)cc2)C1=O (configuration not stated) | -3% | 7% | -3% | 0% | 2% | 0.7% | 5% | -1 | -3% | 4% | 6%
CCC(C)(C(=O)NC1CCCCC1)N(C(=O)C1CCC(=O)N1)c1ccccc1 (configuration not stated) | 0% | 10% | -7% | 2% | -2% | 0.2% | 5% | -6 | / | ? | -1%
CCOC(=O)Cc1csc(NS(=O)(=O)c2ccc(SC)cc2)n1 | -1% | ? | 0% | -5% | 15% | -0.2% | 6% | 8 | 4% | 3% | -5%

Another view of part of the listing above:
Structure: CCCCn1c(SCC(=O)/C(C#N)=C(\C)N)nc2ccccc2c1=O
  Tb PFK inh = -5% | Eya2 inh = 0% | TSG101-PTAP inh = -7% | uPA generation = 0% | ELG1 DNA repair = -20% | B2AR arrestin = 0.2% | BCR signal inh = -1% | TSHR antag = 1 | TCR act = -7%[46.1 µM] | USP2a inh = 2% | Mito fusion yeast = 17%
Structure: Cc1cc(N/N=C/c2ccc(N(C)C)cc2)nc(NCc2ccccc2)n1
  Tb PFK inh = 2% | Eya2 inh = -14% | TSG101-PTAP inh = 0% | uPA generation = -65% | ELG1 DNA repair = ? | B2AR arrestin = -0.4% | BCR signal inh = -2% | TSHR antag = -3 | TCR act = 1% | USP2a inh = 0% | Mito fusion yeast = -3%

Other structures.
SMILES | Tb PFK inh | Eya2 inh | TSG101-PTAP inh | uPA generation | ELG1 DNA repair | B2AR arrestin | BCR signal inh | TSHR antag | TCR act | USP2a inh | Mito fusion yeast
COc1ccc2nc(NC3=NC(c4ccccc4)CC(=O)N3)nc(C)c2c1 (configuration not stated) | 0% | -5% | 2% | -8% | ? | -0.5% | -9% | -2 | -3% | 3% | 4%
COc1ccccc1C1=NOC(C(=O)N2CCN(C(=O)c3ccco3)CC2)C1 (configuration not stated) | 3% | -2% | 0% | 0% | 0% | 0.1% | -1% | -8 | -7% | 0% | 3%
O=C(NCc1ccccn1)c1c(O)c2cccc3c2n(c1=O)CC3 | -1% | 1% | -6% | 6% | ? | -0.2% | ? | 2 | 4% | -2% | -3%
COC(=O)c1ccc(COc2ccccc2/C=C(\C#N)C(=O)Nc2ccc(C)cc2)cc1 | -15% | -11% | -6% | -1% | ? | -0.6% | ? | -6 | -3%[46.1 µM] | 3% | -3%
O=P(Cc1cc[n+]([O-])cc1)(c1ccccc1)c1ccccc1 | 1% | -4% | -3% | 1% | -4% | -0.4% | -3% | -1 | -5% | 0% | 0%
Cc1ccc(C(=O)N/C(=C/c2ccco2)C(=O)N2CCCCCC2)cc1 | -9% | -16% | -6% | -1% | -3% | 0.0% | -8% | 7 | -10% | 7% | 0%
COCCn1c(SCC(=O)N2CC(=O)Nc3ccccc32)nnc1-c1ccoc1C | -2% | -7% | -4% | 4% | 1% | 5.8% | 7% | 4 | 1%[46.1 µM] | 0% | 0%
COc1ccccc1-c1nc2s/c(=C\c3cccs3)c(=O)n2n1 | -7% | -6% | -3% | -4% | ? | 0.4% | ? | -5 | -1% | -2% | -2%
Cc1nc2ccccc2c(=O)n1NC(=O)c1cc(Br)ccc1Cl | 22% | -2% | -2% | 0% | 1% | 0.2% | -2% | 18 | 6% | 5% | 10%
CC(=O)c1cccc(NC(=O)COC(=O)Cn2cnc3ccccc32)c1 | 2% | 1% | -3% | 12% | 0% | 0.0% | -1% | / | -45% | 4% | /
OCCOc1ccc(CN2CCN(CCCc3ccccc3)C(CCO)C2)cc1 (configuration not stated) | -2% | -10% | 1% | 6% | -14% | 0.5% | 7% | 8 | -3% | 3% | -2%
CCOc1ccccc1C1NC(=O)NC(C)=C1C(=O)OCc1ccco1 (configuration not stated) | -5% | -12% | -4% | 7% | 11% | -0.1% | -4% | 5 | / | -2% | 5%
Clc1ccccc1CN1CCN(/N=C/c2ccncc2)CC1 | -12% | -11% | -3% | -14% | 2% | -0.3% | 0% | -21 | 1% | -2% | -17%
C=CCn1c(CCCNC(=O)C(C)(C)C)nc2ccccc21 | -1% | 7% | -1% | -1% | 1% | -0.2% | -3% | 9 | -8% | -1% | -3%
CCOc1ccc(NC(=S)N2CCN(S(=O)(=O)c3ccccc3)CC2)cc1 | 1% | -8% | -3% | -4% | -1% | -0.4% | -6% | 6 | 4% | 3% | -9%
Cc1ccnc(SCc2cc(=O)c(OC(=O)c3cc([N+](=O)[O-])ccc3Cl)co2)n1 | 5% | 2% | -6% | -12% | ? | -0.2% | ? | 3 | -2%[46.1 µM] | 0% | -7%
COc1cccc(NC(=O)CN(C)C(=O)Cc2cccc3ccccc23)c1 | 1% | -8% | -3% | 6% | 7% | 0.2% | 0% | -1 | 1% | -1% | 5%
Cc1cc(C)nc(NC(=O)Nc2ccc3c(c2)OCO3)c1 | -5% | -4% | -3% | -8% | ? | 0.0% | 9% | 11 | -5% | -5% | 11%
O=C(CN1CCN(S(=O)(=O)c2ccc(Cl)cc2)CC1)c1ccc(O)c(O)c1 | -30% | 8% | -8% | ? | -3% | 0.0% | 0% | 17 | 3% | 1% | -1%
CC1(C)Oc2ccc3ccc(=O)oc3c2CC1O (configuration not stated) | 1% | 0% | 0% | 6% | -2% | -0.6% | -1% | 5 | 1% | -1% | 0%
COc1ccccc1NS(=O)(=O)c1cc(NC(=O)CC(C)(C)C)ccc1N1CCOCC1 | -4% | 0% | 0% | -5% | -21% | -0.3% | ? | -5 | 1% | -1% | 21%
CCCc1cc(=O)[nH]c(/N=C(\N)Nc2ccccc2)n1 | 0% | 4% | -6% | / | 17% | -0.2% | 8% | 0 | 1% | 1% | -5%
CC(C)(C)SCCNC(=O)/C=C/c1ccccc1 | -2% | 0% | -4% | 4% | ? | -0.4% | ? | -3 | 9% | 2% | -5%
CC(C)Cn1nc(NS(=O)(=O)c2cccc3nonc23)c2cc3ccccc3nc21 | 0% | 6% | -4% | -6% | -3% | -1.4% | 14% | -24 | -1% | -1% | 1%

Compound activity (PubChem)
